# Compound activity (PubChem BioAssay)
# OXTR agonist – human OXTR agonists, primary screen, fluorescence, CHO-OTR cells, Fluo-8 calcium. AID 2435, 2010. actives 0.32% (n = 320,000). activation, % at 3 µM. Oxytocin receptor (Homo sapiens), P30559. Fluo-8 calcium fluorescence; normalized: DMSO 0%, oxytocin 100%;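 active = activation above the mean of all tested compounds plus 3 SD, cutoff set per screening run, cut at about 20% in these data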;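 also: peak over basal fluorescence ratio from a 100 s FLIPR kinetic read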
# Target sequence (P30559 whole entry, looked up): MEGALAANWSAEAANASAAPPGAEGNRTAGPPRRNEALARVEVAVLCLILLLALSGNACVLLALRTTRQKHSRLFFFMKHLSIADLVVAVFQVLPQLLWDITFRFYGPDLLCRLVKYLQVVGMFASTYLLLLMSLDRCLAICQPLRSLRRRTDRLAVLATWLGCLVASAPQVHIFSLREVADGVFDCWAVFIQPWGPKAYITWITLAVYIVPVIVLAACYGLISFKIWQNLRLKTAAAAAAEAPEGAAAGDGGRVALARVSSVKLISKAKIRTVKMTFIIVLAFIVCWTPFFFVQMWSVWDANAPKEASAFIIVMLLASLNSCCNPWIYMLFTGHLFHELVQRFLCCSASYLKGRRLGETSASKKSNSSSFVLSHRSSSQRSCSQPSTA
# OXTR potentiator – human OXTR potentiators, primary screen, fluorescence, CHO-OTR cells, Fluo-8 calcium. Fluo-8 calcium fluorescence, potentiator mode; 0% = oxytocin EC15, 100% = EC100. activation, % at 3 µM. actives 0.061% (n = 320,000). AID 2445, 2010;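 active = activation above that plate's cutoff, the mean activation of tested compounds plus 3 SD, cut at about 6.6% in these data, passing the limit was not always enough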;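 also: 100% uses oxytocin at 75 nM as the full agonist control; some results filed as inactive read as strong as hits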
#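 assay system = CHO-OTR cells, human receptor | schedule = compound 6 min at room temperature before oxytocin, 100 s read | detection = Fluo-8 intracellular calcium fluorescence, ex 470-495, em 515-575 nm | evaluation = normalized max/min fluorescence ratio, % activation | control set = EC15 oxytocin alone as 0%, 75 nM oxytocin (EC100) as 100%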
# PfM18AAP inh – PfM18AAP inhibitors, malaria aminopeptidase, primary screen, biochemical, QFRET, recombinant enzyme. H-Glu-NHMec fluorogenic cleavage. inhibition, % at 7.35 µM. actives 1.2% (n = 290,000). AID 1822, 2009;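 active = inhibition above the campaign mean inhibition over all tested compounds plus 3 SD, cut at about 28% in these data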;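 also: 0% = plate median of test compound wells and 100% = 2 mM ZnCl2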
# V1aR counter – agonists of human V1a receptor, primary screen, counter-screen for OXTR agonist project, fluorescence, CHO-V1R cells; Vasopressin V1a receptor (Homo sapiens), P37288; Fluo-8 calcium fluorescence, agonist mode; 0% DMSO, 100% 3 nM vasopressin; activation, % at 3 µM; actives 0.25% (n = 320,000); AID 2797, 2010;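 active = activation above the mean activation of all tested compounds plus 3 SD, per screening run, cut at about 20% in these data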;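 also: signal is peak over basal fluorescence ratio across a 100 second FLIPR read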
# MEKK2wt PB1 HTS – modulators of MEK5 binding to wildtype MEKK2, primary screen, biochemical, multiplex bead flow cytometry, Alexa488-MEK5. Alexa488-MEK5 binding to MEKK2 WT; actives lie on both sides. actives 1.1% (n = 290,000). binding response (% of control), % at 10 µM. AID 1531, 2009. Mitogen-activated protein kinase kinase kinase 2 (Homo sapiens), Q9Y2U5; in the data active = binding response below about 67% or above about 130%
# GalR3 antagonist – GalR3 antagonists in HEK293 cells, primary screen, cell-based, fluorescence readout; actives 0.44% (n = 360,000); AID 651719, 2012; HEK293 GalR3-CNG cAMP membrane potential fluorescence; galR3 body fused to GalR1 C-terminus; inhibition, % at 3 µM; Galanin receptor type 3 (Homo sapiens), O60755;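 active = inhibition above the screen-wide average plus 3 SD, cut at about 13% in these data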;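 also: forskolin and galanin both at EC90 stimulate the cells; cAMP rise reported by CNG channel membrane potential dye signal; 0% = forskolin plus galanin with DMSO and 100% = forskolin alone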
# Target sequence (O60755 1-299 limits assumed): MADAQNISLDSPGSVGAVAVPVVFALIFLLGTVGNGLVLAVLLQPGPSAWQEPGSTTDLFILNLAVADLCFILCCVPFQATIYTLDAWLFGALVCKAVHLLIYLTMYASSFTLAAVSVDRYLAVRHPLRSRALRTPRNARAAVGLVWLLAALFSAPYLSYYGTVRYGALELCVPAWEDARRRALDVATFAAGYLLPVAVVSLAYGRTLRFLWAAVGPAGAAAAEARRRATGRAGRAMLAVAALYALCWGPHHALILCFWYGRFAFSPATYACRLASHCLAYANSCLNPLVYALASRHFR
# MEKK2 mut-MEK5 – MEK5 binding signal on mutant MEKK2 PB1, primary screen, biochemical, multiplex bead flow cytometry, Alexa488-MEK5; Alexa488-MEK5 binding to MEKK2 mutant; percent response, % at 10 µM; actives 0.35% (n = 290,000); in the data active = percent response above about 24%, passing the limit was not always enough; also: inactives centre near 1; some results filed as inactive read as strong as hits
# GPR7 antagonist – GPR7 receptor antagonists, primary screen, cell-based, fluorescence, single concentration; inhibition, % at 4.4 µM; actives 1.1% (n = 290,000); GPR7-expressing cells, fluorescence antagonist assay; Neuropeptides B/W receptor type 1 (Homo sapiens), P48145; in the data active = inhibition above about 16%, passing the limit was not always enough;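 also: cells stimulated with the agonist NPW; 0% = agonist with vehicle and 100% = vehicle without agonist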
# Target sequence (P48145 whole entry, looked up): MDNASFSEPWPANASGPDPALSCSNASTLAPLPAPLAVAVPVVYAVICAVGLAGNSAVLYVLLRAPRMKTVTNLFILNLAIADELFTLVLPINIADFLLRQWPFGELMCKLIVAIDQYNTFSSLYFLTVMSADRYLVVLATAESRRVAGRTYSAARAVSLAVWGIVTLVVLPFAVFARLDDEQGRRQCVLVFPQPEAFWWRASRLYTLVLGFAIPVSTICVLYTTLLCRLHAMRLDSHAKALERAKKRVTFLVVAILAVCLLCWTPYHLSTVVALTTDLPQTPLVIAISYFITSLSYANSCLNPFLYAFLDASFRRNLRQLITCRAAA
# NALP1 inh – NALP1 inflammasome inhibitors in reconstituted yeast, colorimetric, S. cerevisiae, triplicate retest | S. cerevisiae NALP1/ASC/caspase-1 growth, X-gal OD620, 72 h | inhibition, % at 10 µM | actives 0.61% (n = 280,000); in the data active = inhibition mostly above about 24%, no sharp cut-off; inactive = mostly below about 32%; also: some compounds called inactive have numbers as strong as hits
# The depositor's hits bear a star; x = no result given.
SMILES,OXTR agonist,OXTR potentiator,PfM18AAP inh,V1aR counter,MEKK2wt PB1 HTS,GalR3 antagonist,MEKK2 mut-MEK5,GPR7 antagonist,NALP1 inh
Cc1ccc(S(=O)(=O)N2CCOCC2)cc1C(=O)NC1CCCC(C)C1C (configuration not stated),-1.9,-5,x,-0.9,x,-4,x,x,x
Cc1cc(N(C)N)nc(NC(=O)NS(=O)(=O)c2ccccc2Cl)n1,0.7,-1,57*,0.3,101,-11,1,-4,-7
CC(C)(C)c1ccc(C(=O)NC(=S)N2CCOCC2)cc1,-1.2,0,6,0.9,105,-1,7,7,29
COc1cc(CN2CCN(c3cccc(C)c3C)CC2)cc([N+](=O)[O-])c1O,-0.3,-5,0,-1.1,212*,-6,242*,-11,-13
O=C(Cc1cccs1)Nc1cc(SCCO)cc([N+](=O)[O-])c1,1.1,-2,-7,1.5,105,-3,1,-15,20
O=C(O)COc1ccc(Br)cc1/C=C1/SC(=O)N(CC(=O)N2CCCC2)C1=O,0.6,0,12,1.0,100,-2,15,1,21
COc1ccc(Cl)cc1NC(=O)C(C)N(C)Cc1ccc(C(F)(F)F)cc1 (configuration not stated),1.0,-8,0,0.7,107,-3,1,-8,31
CCCn1c(SCC(=O)NC2CCCC2)nnc1C(C)C,0.1,1,-1,0.0,107,-8,2,-10,12
O=C(CCc1ccc(S(=O)(=O)N2CCOCC2)cc1)Nc1c(F)cccc1F,1.2,-2,x,1.2,x,2,x,x,x
Cc1nc2ccccc2nc(C)c1=NOCc1ccc(C#N)cc1,-0.6,-13,1,0.3,99,3,-2,-4,20
Cc1ccc(/C=C2\SC(=O)N(CCC(=O)N3CCN(C)CC3)C2=O)cc1,3.1,-11,3,8.1,107,-6,0,2,23
Cc1ccc(S(=O)(=O)C2C(=O)N(C)C3(C)CC2c2ccccc2O3)cc1 (configuration not stated),-1.2,-6,-17,-1.1,108,-5,1,-7,26

# Some of the entries so far, with bars between the fields:
smiles | OXTR agonist | OXTR potentiator | PfM18AAP inh | V1aR counter | MEKK2wt PB1 HTS | GalR3 antagonist | MEKK2 mut-MEK5 | GPR7 antagonist | NALP1 inh
COc1cc(CN2CCN(c3cccc(C)c3C)CC2)cc([N+](=O)[O-])c1O | -0.3 | -5 | 0 | -1.1 | 212* | -6 | 242* | -11 | -13
O=C(Cc1cccs1)Nc1cc(SCCO)cc([N+](=O)[O-])c1 | 1.1 | -2 | -7 | 1.5 | 105 | -3 | 1 | -15 | 20
O=C(O)COc1ccc(Br)cc1/C=C1/SC(=O)N(CC(=O)N2CCCC2)C1=O | 0.6 | 0 | 12 | 1.0 | 100 | -2 | 15 | 1 | 21
COc1ccc(Cl)cc1NC(=O)C(C)N(C)Cc1ccc(C(F)(F)F)cc1 (configuration not stated) | 1.0 | -8 | 0 | 0.7 | 107 | -3 | 1 | -8 | 31

# Other results follow:
SMILES,OXTR agonist,OXTR potentiator,PfM18AAP inh,V1aR counter,MEKK2wt PB1 HTS,GalR3 antagonist,MEKK2 mut-MEK5,GPR7 antagonist,NALP1 inh
Cc1cc(N2CCCCCC2)nc2ccc(F)cc12,-1.6,5,-1,-0.2,94,-12,0,1,x
Cn1c(COc2ccc(F)cc2)nnc1SCC(=O)NC1CC1,0.8,-6,2,-1.0,109,1,6,-13,-7
CSCCC1NC(=O)N(CC(=O)Nc2cc(C)on2)C1=O (configuration not stated),0.5,-3,x,0.8,x,-4,x,x,x
CCS(=O)(=O)N1CCN(C(C)CCc2ccccc2)CC1 (configuration not stated),0.5,-8,7,1.6,111,-5,3,-14,-81
O=[N+]([O-])c1cccc(-c2csc(Nc3ccccc3)n2)c1,-2.0,-18,7,-0.4,109,-7,0,-1,0
Oc1c(CN2CCc3ccccc3C2)cc(Cl)c2cccnc12,-0.4,-1,11,1.4,124,x,20,-9,-6
CCOC(=O)C1=C(C)N(C)C(C)=C(C(=O)OCC)C1c1ccccn1,-2.4,-3,8,-2.0,114,-3,5,-12,28
COc1ccc2[nH]c(=S)cc(C)c2c1,-1.4,-8,5,0.0,92,-7,-8,-6,x
COc1ccc(CN2CCCC(C(=O)N3CCCCC3)C2)c(OC)c1 (configuration not stated),-0.6,6,-2,1.0,98,x,-1,-6,16
CC/C(=N/NC(=O)c1ccccc1O)c1c(C)[nH]n(-c2ccccc2)c1=O,-0.6,-14,x,-0.8,x,-6,x,x,x
Cc1cc(=O)[nH]c(SCC(=O)Nc2ccc(Cl)cn2)n1,1.2,-2,-3,0.3,101,0,4,1,10
CCCCc1nnc(NC(=O)CCS(=O)(=O)c2ccc(C)cc2)s1,-0.6,0,x,0.2,x,4,x,x,x
CCN(CC(=O)Nc1ccc(NC(C)=O)cc1)C(=O)c1sc2nc3n(c(=O)c2c1C)CCC3,-0.6,2,x,0.7,x,-7,x,x,x
CC(C)CCNC(=O)[C@H](Cc1ccccc1)N1Cc2ccccc2C1=O,-1.8,-8,-1,-1.2,106,-7,4,6,12
CC(NC(=O)c1ccco1)C(=O)N1CCc2ccccc2C1 (configuration not stated),-1.1,-1,3,-0.1,106,2,7,-2,43*
CCOC(=O)c1ccc(NC(=O)c2sc3nc4n(c(=O)c3c2C)CCC4)cc1,6.8,-10,2,7.8,101,0,0,-11,12
COc1ccc(CCNC(=O)c2coc3ccccc3c2=O)cc1,6.0,-11,-14,6.9,99,-9,-2,-3,15
CCN1C(=O)CSC1=Nc1cccc(C(=O)O)c1,-0.6,0,-2,-0.4,103,-9,4,-12,3
COc1ccc(/C=N/N2CCN(c3ccc(Cl)cc3)CC2)cc1O,2.5,-11,13,2.7,101,-7,5,16,-1
Clc1ccc(SCc2cc(N3CCOCC3)nc(-c3ccccn3)n2)cc1,-1.7,4,0,-1.1,70,-5,-12,-2,10
NC(=O)C1CCN(c2ccnc3cc(Cl)ccc23)CC1,-0.5,-8,-5,0.2,103,-2,-1,-10,0
COc1cccc(CNC(=O)CCc2nnc(C3CCCCC3)o2)c1,1.1,6,-2,2.8,105,-2,-2,0,12
O=C(Cn1nnc(-c2ccccc2NC(=O)c2cccs2)n1)Nc1ccccc1,1.2,-8,-10,0.8,104,-3,12,-15,4
COc1ccc(N2C3=C(C(=O)CC(C)(C)C3)C(c3ccccc3OC)C3=C2CC(C)(C)CC3=O)cc1,-1.8,7,11,-1.8,101,-3,-3,-13,8
CCCSc1nc(NCc2ccco2)c2c3c(sc2n1)COC(C)(C)C3,-2.3,-3,23,-1.0,89,-6,-8,10,4
COc1cccc(C(=O)Nc2cc3c(cc2C(C)=O)OCCO3)c1,-0.5,-4,-15,0.7,97,3,-2,-3,13
COc1ccc(Cc2nnc(N=Nc3c(O)[nH]c4ccc(Br)cc34)[nH]c2=O)cc1,1.2,-3,2,0.8,55,-4,-49,-11,-7
COc1ccc(NC(=S)N2CCCN(Cc3cc(C)ccc3C)C2)cc1,1.8,-7,-3,0.6,106,4,9,1,5
CN(C)c1ccc(/C=N/NC(=O)C(=O)/C=C2\NC3(CCCC3)Cc3ccccc32)cc1,-0.5,-5,19,0.6,96,-7,-1,21,32
CC(C)C(=O)Nc1cc(C(F)(F)F)ccc1-n1ccnc1,0.8,-3,-11,0.6,102,-7,2,-10,10
CCOc1ccccc1NC(=O)CCNS(=O)(=O)c1ccc2[nH]c(=O)oc2c1,-1.0,-5,0,-0.6,99,-8,0,-2,24
COCCCNC(=S)N1CCCN(c2nc3cc(C)ccc3cc2C#N)CC1,0.5,-27,16,4.5,73,-3,-20,11,-2
COc1ccc(C)cc1NC(=O)CNC(=O)Cn1ccc2ccccc2c1=O,1.0,4,5,0.5,113,-5,4,0,1
COc1ccc(-c2cc(C(F)(F)F)n3nc(C(=O)O)nc3n2)cc1,1.0,-3,-6,1.1,x,-2,x,-3,17
CCC1SC(=NC(=O)c2ccc(Cl)c(Cl)c2)NC1=O (configuration not stated),0.3,1,6,0.6,96,-5,-4,5,16
Cc1ccc(C(=O)c2oc3ccccc3c2NC(=O)c2cc(-c3cc(C)ccc3O)n[nH]2)cc1,2.0,-3,18,-0.8,87,-5,-9,10,x
CNC(=O)COc1ncnc2scc(-c3ccc(F)cc3)c12,-0.8,0,1,-1.0,89,-4,-14,-13,15
CC(C)(C)n1nc2c(c1NC(=O)C1CC(=O)N(c3ccc(Cl)cc3)C1)CS(=O)(=O)C2 (configuration not stated),-0.7,-3,1,0.8,107,-3,7,-5,18
CCCn1c(=O)c(C(=O)NNC(=O)c2ccccc2[N+](=O)[O-])c(O)c2ccccc21,-0.7,-9,11,-0.6,112,4,7,-9,4
O=C(COc1cccc(C(F)(F)F)c1)N1CCN(c2ccccc2O)CC1,0.6,-3,1,1.5,102,-5,0,-10,1
CCOc1ccccc1NC(=O)CN(c1nccs1)S(=O)(=O)c1ccc(N)cc1,-0.1,-10,2,1.1,100,-5,3,-1,25
CCc1nnc(N2CCN(c3ncnc4c3oc3ccccc34)CC2)s1,x,x,8,x,102,6,0,-11,15
O=C(NCCc1c[nH]c2ccccc12)c1ccc(-n2cnnn2)cc1,0.8,-18,13,0.4,105,-2,5,3,22
CN(C)c1nc(OCCOC(=O)Nc2ccc(Cl)cc2Cl)nc(N(C)C)n1,-0.4,-5,-6,-1.0,95,x,-5,-5,-9
O=C(NNS(=O)(=O)c1cc(Cl)c(Cl)cc1Cl)c1cccnc1,-1.5,-1,9,2.1,105,-3,4,-10,13
COc1ccc(S(=O)(=O)N2CCN(C(=O)[C@@H]3CCC(=O)N3C3OC(=O)c4ccccc43)CC2)cc1 (some centres not stated),1.0,-8,-11,0.5,92,1,-3,15,10
O=S(=O)(NCc1cc(-c2ccccc2)no1)c1ccccc1,0.1,-5,-1,0.0,97,-8,0,-7,-20
Cc1ccnc(NC(=O)c2ccc(NC(=O)c3ccco3)cc2)c1,0.4,-9,-5,0.1,94,2,-7,-3,-8
COC(=O)C1=C(N)Oc2cc(C)n(CCN3CCOCC3)c(=O)c2C1c1cccnc1 (configuration not stated),-0.7,-11,-6,0.7,106,12,6,-15,26
O=C(CN1C(=O)NC2(CCOc3ccccc32)C1=O)Nc1cccc(Cl)c1 (configuration not stated),1.7,-4,-10,0.0,100,-10,-41,21,1
Cn1cc(Br)c(C(=O)Nc2sc3c(c2C(N)=O)CCCC3)n1,-1.3,-16,25,-1.1,103,-9,7,2,-24
COc1ccccc1N1C(=O)c2ccc(C(=O)Nc3ccc(C(=O)O)cc3)cc2C1=O,-0.2,-4,0,0.5,104,-8,8,-2,7
CCOc1cc(NC(=S)NCC2CCCO2)c(OCC)cc1NC(=O)c1ccc(OC)cc1 (configuration not stated),-0.8,-4,-2,-0.6,106,-3,1,-5,4
COc1cc(Cl)c(C)cc1NC(=O)c1ccccc1NC(=O)CN1CCOCC1,0.5,-5,-2,0.5,97,-11,-9,10,7
O=C(COC(=O)/C=C/c1ccccc1)Nc1ccc2c(c1)OCCO2,0.7,-4,x,1.4,x,-2,x,x,x
O=C(NC(=S)NCC1CCCO1)c1ccccc1Br (configuration not stated),-1.2,-7,-12,0.5,93,6,-2,2,17
